KOR beta-arrestin-1 – kappa opioid receptor blockers – cell-based, luminescence, uHTS (AID 1778). KOR beta-arrestin recruitment, luminescence, antagonist mode; higher % means a stronger effect. inhibition, % at 10 µM; hits with a dose series show IC50 in µM. hit rate 0.091% among 290,000; note: strong numbers were not always called active
KOR beta-arrestin-2 – KOR agonists, beta-arrestin recruitment, primary screen, cell-based, luminescence, uHTS (AID 1777); hit rate 0.02% among 280,000; KOR beta-arrestin recruitment, luminescence; higher % means a stronger effect; activation, % at 10 µM; hits with a dose series show EC50 in µM; in the data active = activation above about 50%, passing the limit was not always enough; note: a part of the inactive calls stands beside numbers as strong as those of hits
LYP phosphatase – PTPN22 lymphoid phosphatase activity blockers – biochemical, fluorescence intensity, uHTS (AID 1779); inhibition, % at 11.5 µM; hits with a dose series show IC50 in µM; hit rate 0.054% among 290,000; recombinant LYP phosphatase, fluorescence intensity; higher % means a stronger effect;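 note: plate controls were vehicle with enzyme for no effect and no enzyme for full effect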
NOD1 inhibition – NOD1 signaling inhibitors, primary screen, cell-based, luminescence, uHTS (AID 1578). one-dose inhibition, % at 4 µM; EC50 in µM for titrated hits. hit rate 1% among 290,000. NOD1-driven NF-kB luciferase reporter cells, luminescence; higher % means a stronger effect; in the data active = inhibition mostly above about 36%, no sharp cut-off; inactive = mostly below about 34%;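 note: HEK-293T reporter cells stimulated with the NOD1 agonist gamma-tri-DAP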
HEK293 NOD2/NF-kB – inhibition of NOD2-driven NF-kB reporter – cell-based, luminescence, uHTS, HEK293 (AID 1566); HEK293 NOD2/NF-kB luciferase reporter, luminescence; higher % means a stronger effect; inhibition, % at 4 µM; hits with a dose series show EC50 in µM; hit rate 0.63% among 290,000; note: many of its hits are not listed in these tables
Myeloid diff 2 – promotes myeloid progenitor differentiation | ER-HoxA9 myeloid progenitors, lysozyme-GFP differentiation, flow cytometry | calls only at 10 µM | hit rate 1% among 360,000 | AID 624256;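 active = normalized GFP-positive differentiation at or above the plate's own cutoff, the solvent-only control mean plus 3 SD; inconclusive = no clear call, values can overlap the other calls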;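 note: cells exposed to compound for four days before flow analysis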
Siah-1 displacement – blockers of Siah-1 interaction with plectin peptide – biochemical, fluorescence polarization, rhodamine-plectin, uHTS, primary screen (AID 1817) | Siah-1 / rhodamine-plectin peptide fluorescence polarization; higher % means a stronger effect | one-dose displacement, % at 20 µM; IC50 in µM for titrated hits | hit rate 0.02% among 290,000;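 active = displacement of at least 50% at 20 µM, with a fluorescence ratio check between 0.3 and a set limit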;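 note: plate controls were Siah plus tracer with DMSO for no effect and tracer alone without Siah for full effect; strong numbers were not always called active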
Salmonella PhoP GFP – PhoP-dependent GFP reporter repression – Salmonella Typhimurium, primary screen (AID 1863); S. Typhimurium PhoP-regulated promoter GFP reporter, 4 h; higher % means a stronger effect; hit rate 0.16% among 300,000; one-dose inhibition, % at 50 µM; IC50 in µM for titrated hits;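 active = inhibition over 29.93%, a cutoff 3 SD above the screen mean, later confirmed by dose response; inconclusive = inhibition over 29.93% but no dose response follow-up; inactive = inhibition at most 29.93% or unconfirmed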;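 note: 0% = low Mg2+ inducing control and 100% = high Mg2+ repressing control; strong numbers were not always called active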
HIV peptide binding – inhibitors of HIV fusion peptide binding, primary screen, biochemical, uHTS, fluorescence dequenching (AID 1986). cell-free peptide binding, fluorescence dequenching, 30 min; higher % means a stronger effect. inhibition, % at 20 µM; hits with a dose series show IC50 in µM. hit rate 0.3% among 290,000; in the data active = inhibition mostly above about 52%, no sharp cut-off; inactive = mostly below about 76%; note: some results filed as inactive read as strong as hits
Myeloid diff 2 GFP+ MAC1+ % – further read-out of Myeloid diff 2, marked with its call; GFP+ MAC1+ double positive, %; measured here: differentiation confirmed by MAC1 staining
* = called active by the depositor; i = inactive; ? = inconclusive; · = no result given; [ ] = remark or other dose. Cut-off read from the data, not from the text of the source, unless noted: active = inhibition above about 50%; inactive = the rest.

SMILES	KOR beta-arrestin-1	KOR beta-arrestin-2	LYP phosphatase	NOD1 inhibition	HEK293 NOD2/NF-kB	Myeloid diff 2	Myeloid diff 2 GFP+ MAC1+ %	Siah-1 displacement	Salmonella PhoP GFP	HIV peptide binding
N#CC1=C2N=C(N)c3ccccc3N2C2=C(C(=O)CCC2)C1c1ccc(F)cc1 (stereo not given)	10%	-1.5%	-1%	-1%	28%	i	0.5	2%	-7%	-0.3%
COc1ccc(-c2nn(-c3ccccc3)cc2C(=O)NC(=S)NNC(=O)c2ccncc2)cc1	-7%	-5.7%	1%	-23%	25%	i	0.3	-3%	3%	37%
N/C(Cc1nc(-c2ccc(Cl)cc2)cs1)=N/O	-6%	-4.0%	-9%	-5%	2%	i	0.7	2%	-1%	0.4%
CCOc1ccc(-n2c(SCc3nc(-c4ccc(C)cc4)no3)nnc2-c2ccncc2)cc1	-15%	-2.1%	-2%	-5%	-21%	i	1.1	4%	35%	-0.3%
COc1ccc(-c2noc(N3CCCC(C(=O)Nc4cc(F)ccc4F)C3)n2)cc1 (stereo not given)	1%[20 µM]	0.6%	-6%	11%	10%	i	2.3	-6%	·	2.2%
CCn1c2c(c3cc(Cl)ccc31)CCCC2=O	-48%	6.5%	-4%	8%	-7%	i	2.1	3%	2%	0.6%
O=C(Nc1c(C(=O)O)[nH]c2ccc(F)cc12)c1cccc(C(F)(F)F)c1	-12%	3.8%	-2%	-2%	22%	i	0.5	10%	-13%	27%
NC(=O)c1c(NC(=O)Cn2nc(C(=O)O)c3ccccc3c2=O)sc2c1CCC2	11%	1.0%	-4%	0%	14%	i	1.0	5%	-1%	-1.8%
Cn1nc(C(C)(C)C)c([N+](=O)[O-])c1C(=O)NCCO	-5%	8.1%	2%	-21%	13%	i	0.2	7%	-1%	0.7%
COC(=O)[C@H](CC(C)C)NC(=O)NC1CCCCC1C (stereo not given in full)	13%	-1.9%	-4%	5%	-9%	i	8.9	2%	0%	0.9%
COc1cccc(NC(=O)N2CCOCC2)c1	3%	-6.0%	-8%	-21%	4%	i	0.7	-2%	-4%	-2.0%
Cc1cc(N2CCN(C(=O)Nc3ccc(F)cc3F)CC2)c2ccccc2n1	38%	-5.7%	-9%	-4%	14%	i	0.5	-7%	7%	-1.5%
CCCCn1c(SCn2nnc3ccccc3c2=O)nc2cc(S(N)(=O)=O)ccc21	26%	-7.9%	-7%	-16%	7%	i	1.7	2%	1%	1.8%
Cc1ccc(NC(=O)CCc2c[nH]c3ccccc23)nc1	-48%	2.4%	-9%	-47%	-52%	?	·	5%	-5%	-0.2%
COc1cccc(NC(=O)[C@@H](NC(=O)N2CCn3c2nc2ccccc23)C(C)C)c1	·	·	-7%	-30%	8%	i	1.5	-3%	2%	-1.0%
O=S(=O)(NC1=NCCCCC1)c1ccc2sc(NS(=O)(=O)c3ccc4ccccc4c3)nc2c1	-20%	-2.0%	-3%	-3%	-10%	i	0.4	-9%	-7%	6.0%
Cc1ccc(S(=O)(=O)NCC(=O)N(CC(=O)NCc2ccco2)Cc2cccs2)cc1	27%	-0.3%	-11%	6%	11%	i	1.0	4%	-10%	0.3%
COc1ccc(F)c(CN2CCCC(CNS(=O)(=O)c3cccc4cccnc34)C2)c1 (stereo not given)	5%	-0.3%	1%	-35%	-3%	i	0.9	3%	-6%	-1.7%
C/C(=N\Nc1nc(C)cc(=O)[nH]1)C1CC1	-14%	-4.4%	-6%	-19%	0%	i	0.6	-3%	-2%	0.8%
CNS(=O)(=O)c1ccc(NC(=O)Nc2cccc(F)c2)cc1	0%	-2.0%	-5%	-22%	-27%	i	0.1	-3%	0%	0.0%
Cc1nc(/N=C(\N)NC(=O)N2c3ccccc3Sc3ccccc32)nc2ccccc12	·	5.1%	8%	-22%	-10%	i	0.6	2%	8%	2.2%
O=C(CN(Cc1ccccc1Cl)C(=O)c1csnn1)NCc1ccc2c(c1)OCO2	-26%	-1.6%	-11%	-45%	-1%	i	1.9	8%	12%	-1.1%
CN(C)CCCN(C(=O)c1ccc(C(=O)c2ccccc2)cc1)c1nc2ccc(F)cc2s1	-29%	0.6%	-4%	7%	-9%	i	0.6	-2%	2%	-1.7%
S=C(Nc1ccc(Cl)cc1)N1CCN(Cc2ccccc2)CC1	-38%[20 µM]	·	-4%	-30%	7%	i	0.2	9%	-10%	-0.5%
COc1ccccc1CN1CCN(C(c2ccccc2)c2ccccc2)CC1	6%[20 µM]	0.8%	-8%	-12%	1%	i	0.3	17%	-4%	0.9%
The list goes on.
SMILES	KOR beta-arrestin-1	KOR beta-arrestin-2	LYP phosphatase	NOD1 inhibition	HEK293 NOD2/NF-kB	Myeloid diff 2	Myeloid diff 2 GFP+ MAC1+ %	Siah-1 displacement	Salmonella PhoP GFP	HIV peptide binding
N#CC1=C(N)Oc2n[nH]c(CSc3ccccc3)c2C12C(=O)Nc1ccccc12 (stereo not given)	8%	-2.7%	-1%	-54%	1%	i	5.4	2%	7%	-1.8%
CCOc1cc2[nH]c(=S)n(CCc3ccc(OC)c(OC)c3)c(=O)c2cc1OCC	-26%	7.3%	-10%	-93%	11%	i	1.9	-3%	3%	-2.7%
COc1ccc(CN2CCNC(=O)C2CC(=O)N2CCc3ccccc3C2)c(OC)c1 (stereo not given)	-25%	7.2%	-4%	-46%	-14%	·	·	-7%	1%	0.5%
COc1ccc(-n2c3c(cc(C(=O)Nc4cccc(C)n4)c2=O)C(=O)CC(C)(C)C3)cc1	-4%[20 µM]	·	-3%	-13%	7%	i	0.8	1%	0%	14%
CCNCc1nc2cc(OC)c(OC)cc2c(=O)[nH]1	-12%	-6.0%	-2%	10%	14%	i	10	5%	-3%	-0.4%
COC(=O)c1cccc(NC(=S)Nc2cccc(Cl)c2Cl)c1	-4%	-0.6%	-5%	-21%	13%	i	0.7	8%	7%	0.9%
COc1ccc(-c2nc(N)ncc2-c2ccc(Cl)cc2)c(O)c1	-8%	1.5%	6%	-11%	2%	i	0.4	-3%	-4%	-0.5%
COC(=O)c1cc2c(N)c(C(=O)c3ccccc3)sc2nc1C(OC)OC	10%	-1.6%	-5%	0%	15%	i	0.3	-7%	-1%	1.2%
O=C(O)CN1CCN(Cc2ccc(F)cc2Cl)C1=O	6%	2.8%	-7%	-25%	11%	i	0.4	-2%	1%	2.6%
O=C(CSC1=NCCS1)N1CCN(c2ccccc2)CC1	-12%	-2.8%	-4%	22%	-4%	i	1.5	-6%	-6%	-2.1%
Cc1ccc(/C=N\NC(=O)CC(=O)NCCc2ccccc2)cc1	14%[20 µM]	-5.1%	-15%	-10%	8%	i	0.5	-1%	-5%	-0.6%
CCn1c(-c2c(Cl)c(C)nn2C)n[nH]c1=S	2%	-3.7%	-10%	-31%	15%	i	0.7	-4%	3%	0.0%
COc1cc(C(=O)NC(=S)Nc2ccc([N+](=O)[O-])cc2C)cc(OC)c1OC	-12%	2.1%	4%	-19%	22%	i	0.8	-4%	0%	-0.8%
Cc1[nH]c2ccccc2c1N=Nc1cccc(C(=O)O)c1	-8%	-4.0%	-8%	-33%	-82%	i	0.7	0%	-6%	13%
O=C(CCN1C(=O)C2C3C=CC(C3)C2C1=O)N1CCN(c2ccccc2Cl)CC1 (stereo not given)	-40%	-0.4%	-4%	3%	8%	i	0.5	-4%	1%	-1.2%
Cc1ccc(SCC(=O)c2c(C)nc3cc(C)ccn23)cc1	-22%	-1.4%	-5%	20%	7%	i	0.4	5%	-1%	-0.2%
Cc1ccc(-n2sc3ccccc3c2=O)cc1	-6%	-1.6%	3%	-21%	5%	i	0.4	5%	-5%	2.1%
COc1cc(O)oc1C=Nc1ccc(Cl)cc1	2%	5.1%	-1%	3%	-8%	i	1.6	0%	-9%	0.0%
COc1ccc(C2C(C#N)=C(N)N(c3ccccc3)C3=C2C(=O)CCC3)cc1Cn1cc([N+](=O)[O-])cn1 (stereo not given)	-9%	-2.9%	1%	1%	18%	i	1.7	0%	27%	0.2%
CCC(C)c1ccc(NC(=S)NCc2cccnc2)cc1 (stereo not given)	21%	-1.2%	-4%	11%	13%	i	0.3	5%	-13%	0.1%
Cc1cc(Cl)ccc1OCCCC(=O)N1CCOCC1	-9%	1.4%	-12%	-47%	-11%	i	0.8	-4%	-6%	1.6%
COc1cc(/C=C/C(=O)OCC(=O)NC(=O)NCc2ccccc2)ccc1OCC#N	5%	-1.0%	2%	-19%	-3%	i	0.2	-2%	-4%	-2.9%
O=c1[nH]c2cc3c(cc2cc1CN(CCO)S(=O)(=O)c1ccccc1)OCCO3	9%	-1.8%	-8%	-7%	7%	i	0.2	12%	2%	1.2%
CCOc1ccc(CCNC(=O)c2ccc(CS(=O)Cc3ccc(Cl)cc3)o2)cc1OCC (stereo not given)	9%	-1.3%	0%	-9%	3%	i	1.2	3%	-9%	1.0%
COC(=O)c1cc(C(=O)OC)cc(-n2c(C)cc(C(=O)CC#N)c2C)c1	40%	-3.4%	0%	-15%	2%	i	4.9	0%	-7%	7.2%
Continuation.
SMILES	KOR beta-arrestin-1	KOR beta-arrestin-2	LYP phosphatase	NOD1 inhibition	HEK293 NOD2/NF-kB	Myeloid diff 2	Myeloid diff 2 GFP+ MAC1+ %	Siah-1 displacement	Salmonella PhoP GFP	HIV peptide binding
Cc1[nH]c2ccc(F)cc2c1CCN(Cc1cccnc1)C(=S)NC(C)(C)C	6%	-0.1%	-6%	1%	11%	i	0.6	-11%	5%	-0.9%
CCCN1CCN(CCCNC(=O)c2ccc3c(Cl)c4c(nc3c2)CCCC4)CC1	-30%	7.1%	-16%	-33%	10%	i	1.3	0%	8%	-0.5%
O=c1cc(CN2CCN(c3cccc(Cl)c3)CC2)c2cc(O)c(-c3ccccc3)cc2o1	-2%	0.7%	2%	-11%	-18%	i	0.8	-2%	16%	0.6%
COc1ccc(OC)c(-n2c(=S)[nH]c3cc(C(=O)N4CCN(c5ccccc5)CC4)ccc3c2=O)c1	1%	-3.4%	6%	-44%	2%	i	0.7	8%	2%	-2.6%
CCOc1ccc(S(=O)(=O)Nc2cccc(C(=O)NCC(c3ccc(OC)cc3)N3CCOCC3)c2)cc1 (stereo not given)	-6%	3.2%	-4%	-20%	4%	i	0.9	14%	10%	-0.1%
c1ccc(Oc2cc(-c3ccccc3)nc(-c3ccccc3)n2)cc1	-20%	12%	-4%	-13%	23%	i	0.3	-5%	2%	1.7%
Nc1nonc1-n1nnc(C(=O)N/N=C/c2cccnc2)c1CSC1=NCCS1	-27%	-2.2%	0%	-6%	0%	i	0.6	-3%	6%	-0.7%
O=C(CNCc1cccs1)Nc1ccc(N2CCCCCC2)cc1	-18%	2.2%	2%	-23%	-12%	i	1.6	1%	8%	-0.6%
O=C(Nc1cccc(S(=O)(=O)N2CCOCC2)c1)c1cnccn1	-26%	1.0%	1%	-31%	3%	i	0.8	-2%	-8%	-0.9%

These rows are one share of the data; count on the stated rates, not on these rows.
